# ALOX12 inhib = blocks human 12-lipoxygenase activity | AID 1452 | purified 12-hLO, xylenol orange hydroperoxide absorbance | P18054 | Potency, µM (doses to about 57.1 µM), without a hit: at the top dose activity change, negative = inhibition, usual class: inhibitors | 150,000 tested, 0.12% active; also: potency is read from the fitted curve at half-maximal effect; nearly all actives have a fitted effect of over 55% in size; many of its hits are not listed in these tables
# Target sequence (P18054 whole entry, looked up): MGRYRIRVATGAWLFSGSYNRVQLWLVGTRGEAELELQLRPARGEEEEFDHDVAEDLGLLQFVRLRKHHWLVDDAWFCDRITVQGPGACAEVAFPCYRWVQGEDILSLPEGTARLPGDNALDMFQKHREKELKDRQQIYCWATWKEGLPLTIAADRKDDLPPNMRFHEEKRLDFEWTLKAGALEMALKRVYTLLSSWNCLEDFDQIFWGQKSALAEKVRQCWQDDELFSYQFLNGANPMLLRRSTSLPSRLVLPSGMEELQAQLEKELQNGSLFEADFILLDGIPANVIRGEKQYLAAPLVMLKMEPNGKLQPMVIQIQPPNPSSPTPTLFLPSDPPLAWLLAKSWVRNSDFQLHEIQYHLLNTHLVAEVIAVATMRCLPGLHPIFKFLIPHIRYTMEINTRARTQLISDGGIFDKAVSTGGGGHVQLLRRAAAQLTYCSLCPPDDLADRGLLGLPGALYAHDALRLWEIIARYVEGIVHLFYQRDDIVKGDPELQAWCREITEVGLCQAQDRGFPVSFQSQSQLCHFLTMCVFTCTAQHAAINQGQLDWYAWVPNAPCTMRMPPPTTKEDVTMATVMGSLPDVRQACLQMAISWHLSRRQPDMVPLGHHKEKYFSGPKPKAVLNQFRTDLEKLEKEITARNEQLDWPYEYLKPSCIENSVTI
#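 Xylenol orange chromogenic assay: hydroperoxide from 12hLO oxidises Fe(II), giving red-shifted Fe(III)-XO absorbance. Conditions: 150 nM enzyme, 40 uM arachidonic acid, 25 mM Hepes pH 7.0, 0.01% Triton X-100, 30 min, room temperature.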
# 15-hLO-2 inh = blocks human 15-lipoxygenase 2 activity. 110,000 tested, 0.56% active. purified 15hLO-2, xylenol orange hydroperoxide absorbance. AID 881. Potency, µM (highest dose often 57.1 µM), for inactives: at the highest dose activity change, negative = inhibition, usual class: inhibitors. O15296; also: potency is read from the fitted curve at half-maximal effect; nearly all actives have a fitted effect of over 60% in size; many of its hits are not listed in these tables
#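 Purified human 15hLO-2 (50 nM final) preincubated with compounds 15 min at room temperature in 25 mM Hepes pH 7.5, 0.01% Triton X-100, then 45 uM arachidonic acid added for 90 min; hydroperoxide detected via ferrous/xylenol orange, 573/405 nm absorbance ratio.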
# PNC assembly inh = blocks assembly of the perinucleolar compartment | PC3M PTB-GFP, PNC prevalence imaging, 16 h; hits give low values | 140,000 tested, 3.1% active | AID 2417 | activity change (PNC), negative = inhibition, % at 10 µM;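 active = readout at or below -70, meaning at least 70% loss of cells showing the perinucleolar compartment, a nuclear body marking cancer cells; inconclusive = readout between -30 and a set limit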;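 also: plate controls were DMSO wells for no effect and camptothecin positive control wells for full effect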
#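 Compounds are pinned in duplicate onto adhered PC3M cells stably expressing GFP-tagged PTB and incubated 16 h at 37 C. Cells are then fixed, nuclei stained with Hoechst, and PNC-positive cells counted.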
# IMPase inh = membrane-permeable compound that blocks inositol monophosphatase; CHO-M1 cells, IP1 accumulation, HTRF TR-FRET ratio; AID 901; inhibition (IP1 accumulation), % at 46.1 µM; 120,000 tested, under 10 active; P97697; active = well fitted curve in the direction sought with a large enough effect in the signal ratio, not every such curve was filed as active; inconclusive = small, poorly fitted or top-dose-only effect, or a change in a side signal; inactive = no such curve, though single readings can be large or run the other way; the % refers to the signal ratio;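 also: cells stimulated with carbachol in lithium chloride buffer; plate controls were DMSO basal wells for no effect and reference inhibitor wells for full effect; higher means more IMPase inhibition seen as more IP1 and lower FRET ratio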
# Target sequence (P97697 whole entry, looked up): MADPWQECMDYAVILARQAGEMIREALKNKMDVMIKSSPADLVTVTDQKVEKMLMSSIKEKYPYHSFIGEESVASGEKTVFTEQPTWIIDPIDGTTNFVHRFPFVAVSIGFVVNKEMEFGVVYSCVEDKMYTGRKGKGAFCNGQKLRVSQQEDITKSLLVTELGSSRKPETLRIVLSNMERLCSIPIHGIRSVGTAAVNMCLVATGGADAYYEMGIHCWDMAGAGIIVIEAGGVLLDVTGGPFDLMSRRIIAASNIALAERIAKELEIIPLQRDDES
#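 In this qHTS, compounds (final up to 46 uM) act on CHO-M1 cells that are then activated through the M1 receptor with carbachol, in pH 7.4 buffer containing 50 mM LiCl, for 30 min. IP1 accumulation is quantified by the IP-One immunoassay.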
# Numbers without * were called inactive; ? = inconclusive; . = no result given; [ ] = dose if it differs, or a comment. Unless noted, calls follow the shape of the dose curve; as a rule, active = well fitted curve in the direction sought with a large enough effect; inconclusive = small, poorly fitted or top-dose-only effect, or another doubt; inactive = no such curve, though single readings can be large; an effect the other way counts as inactive or inconclusive. Unless noted, % is scaled to controls: 0 for no effect and ±100 for the full control effect. A portion of the library; the hit share may differ from the screen's.
SMILES,ALOX12 inhib,15-hLO-2 inh,PNC assembly inh,IMPase inh
COc1ccc(N(C(=O)c2ccco2)C(C(=O)NC2CCCC2)c2cccs2)cc1OC (centres undefined),0%,.,26,0
COc1ccc(/C(N)=N/OC(=O)Cc2ccc(C)cc2)cc1,2%,.,-4,.
O=C(CCSCCC(=O)NCC1CCCO1)NCC1CCCO1 (centres undefined),9%,-4%,?,-5
COc1cc(/C=N/NC(=O)COc2ccccc2[N+](=O)[O-])ccc1OC(=O)c1ccco1,-4%,.,-7,.
O=C(CSc1nc(Nc2ccccc2)nc(N2CCOCC2)n1)Nc1ccccc1Cl,0%,13%,43,4
CCOC(=O)C1C2C=CC3(CN(c4cccc(Cl)c4)C(=O)C13)O2 (centres undefined),0%,3%,-4,-4
Cc1cc(=O)oc2ccc(OCC(=O)N(Cc3ccc(F)cc3)Cc3ccco3)cc12,-5%,6%[2.29 µM],50,18
CN=C1SC(CC(=O)Nc2ccc(C(=O)O)cc2)C(=O)N1C (centres undefined),4%,7%,15,2
COc1cc([N+](=O)[O-])ccc1NC(=O)C[n+]1cccc(C)c1,1%,3%[11.4 µM],-18,?
CN1C(=O)c2ccccc2Sc2ccc(NC(=O)N3CCCC3)cc21,-10%,-1%,21,5
Cc1ccc(C)c(CSc2nnc(-c3cccs3)n2Cc2ccco2)c1,-6%,-14%,3,11
Cc1cccc(NC(=O)CN2CCC(NC(=O)C3CCCCC3)CC2)c1C,-3%,.,?,4
O=C(NS(=O)(=O)c1ccc2c(c1)OCCO2)c1ccccc1,3%,-1%,18,5
Cc1cccc(/C=C(\c2nc3ccccc3[nH]2)S(=O)(=O)c2ccccc2)c1,-2%,.,-82*,20
CCOC(=O)C1CCN(c2c(Nc3ccc4c(c3)OCCO4)c(=O)c2=O)CC1,-2%,.,0,0
N/C(=N\OC(=O)c1ccc(F)cc1)c1nonc1N,0%,.,?,.
COc1ccccc1NC(C#N)c1ccccc1OCc1ccccc1 (centres undefined),-2%,.,-9,.
Cc1ccccc1OCc1nnc(SCC(=O)N2CCc3ccccc32)n1C,1%,.,5,-1
COc1cccc(-c2nn(-c3ccccc3)cc2/C=C(\C#N)C(=O)NCCCn2ccnc2)c1,2%,.,-5,.
COc1ccc(-c2nnc(SCc3ccccc3F)o2)cc1,-2%,5%,29,8
O=C(c1ccc(Br)cc1)N1CCN(S(=O)(=O)c2ccccc2)CC1,-4%,-3%,-19,-1
N#Cc1nc(-c2ccc(OCc3ccccc3)cc2)oc1N1CCC(C(N)=O)CC1,-1%,-21%,2,6
O=C(Cc1ccccc1[N+](=O)[O-])NCCSCc1c(F)cccc1Cl,-4%,-6%,83,-1
Cc1cc2n(n1)C(c1ccccc1)CC(c1ccc(Br)cc1)=N2 (centres undefined),-20%,.,?,-8
CSc1ccccc1NC(=O)c1cc(C)on1,-5%,-17%,-7,-2
O=C(CCCN1C(=O)c2ccccc2C1=O)OC1CSCC1NC(=O)c1ccccc1 (centres undefined),-2%,-8%,?,13
c1ccc(OCc2nnnn2-c2ccccc2)cc1,0%,.,2,7
COc1ccc(/C=N\NC(=O)C2C(=O)NCC2c2ccccc2)cc1O (centres undefined),-1%,?,6,10
O=P(c1ccccc1)(c1ccccc1)C(O)c1ccco1 (centres undefined),0%,-1%,10,1
CCOc1ccccc1OCC(=O)Nc1ccc(S(=O)(=O)Nc2nc(C)cc(C)n2)cc1,2%,-2%,?,4
COc1cc(OC)cc(-n2nc(C(=O)NCCCN3CCOCC3)c3ccccc3c2=O)c1,0%,3%,?,3
CCCn1cc(SCC(=O)NCC2CCCO2)c2ccccc21 (centres undefined),2%,-2%,-12,0
COC(=O)C(Cc1ccccc1)NC(=O)C(CC(C)C)NC(=O)OC(C)(C)C (centres undefined),1%,.,-112*,.
Cc1[nH]c2c(C)cccc2c1CCNC(=O)C1CCCCC1C(=O)OCC(F)(F)F (centres undefined),-5%,.,16,.
CN(C)CCNc1oc(COc2ccc(Cl)cc2)nc1C#N,-2%,21%,?,1
Cc1ccccc1C(=O)NCC(=O)NNC(=S)NC(=O)c1ccccc1,0%,.,-83*,.
O=C1CC(c2cccc(Br)c2)C2=C(CCCC2=O)N1 (centres undefined),5%,.,7,1
Cc1[nH]nc2c1C(c1cn[nH]c1-c1ccc(F)cc1)C(C#N)=C(N)O2 (centres undefined),-5%,-10%,?,13
CCOC(=O)N1CCN(CC(=O)n2c(C)c(C)c3ccccc32)CC1,-7%,-12%,18,-8
COc1ccc(OC)c(-c2cc(C(=O)N3CCc4ccccc4C3)no2)c1,-11%,9%,?,6
CCn1c(SCC(=O)Nc2cc(C)on2)nnc1-c1ccccc1,2%,.,-11,?
COc1cccc(Cn2c(C3CC3)nc3ccc(NC(=O)c4ccco4)cc3c2=O)c1,-3%,9%,30,8
O=C(Nc1nccs1)c1c(O)c2cccc3c2n(c1=O)CCC3,-2%,-3%,13,1
Cc1ccc2[nH]c(-c3ccccc3)c(CN(C)C)c(=O)c2c1,-15%,5%,-9,4
Cn1c(=O)oc2cc(S(=O)(=O)NC(Cc3ccccc3)C(=O)N3CCCCC3)ccc21 (centres undefined),-2%,5%,?,0
O=C(c1ccncc1)N1CCC2(CCCN(Cc3ccncc3)C2)CC1,2%,3%,.,.
Cc1ccc(C2=NN(C(=O)CCl)C(c3cccs3)C2)o1 (centres undefined),2%,.,0,-3
COc1cccc(CC(NC(C)=O)C(=O)NC2CCN(S(=O)(=O)c3ccc4ccccc4c3)CC2)c1 (centres undefined),-4%,-3%,23,-2
Cc1cccc(C(=O)Oc2ccccc2C2C[C@]3(C)CC(=O)NC3N2C(=O)c2cccc(C)c2)c1 (some centres undefined),-6%,-4%,23,1
CCCC(=O)n1nc(-c2ccccc2)nc1SC,-2%,.,33,-4
# Later entries:
SMILES,ALOX12 inhib,15-hLO-2 inh,PNC assembly inh,IMPase inh
CCCCc1cc(=O)oc2cc(C)cc(OC(C)C(=O)O)c12 (centres undefined),4%,4%,?,3
O=C1NC2(CCc3ccccc32)C(=O)N1CCOc1ccc(Cl)cc1 (centres undefined),-3%,1%,37,-3
Cc1ccccc1C(=O)N1CCC(C(=O)Nc2cccc(F)c2)CC1,1%,4%,-9,-5
CCOC(=O)c1cnc(SC2CC(=O)N(c3ccc(C)cc3)C2=O)nc1N (centres undefined),-17%,1%,-2,6
CCOC(=O)c1cc2cc(F)ccc2nc1C,8%,5%[2.29 µM],?,-4
COc1ccc(-c2c3c(=O)n(C)c(=O)n(C)c3cn2-c2ccccc2)cc1,-2%,-22%,-91*,-4
CCOC(=O)c1sc(NC(=O)c2ccc(Cl)s2)cc1C,2%,-6%,19,9
CCOCCCNC(=O)C(NC(=O)CNC(=O)c1ccccc1)c1ccc(C)cc1 (centres undefined),2%,0%,?,-6
CCCCn1c(=O)cc(N2CCOCC2)[nH]c1=O,1%,2%,29,8
O=S(=O)(CCSc1nc2ccccc2o1)Cc1ccccc1,6%,-3%,?,8
COc1ccc(/C=C\C(=O)NCc2ccc3[nH]c(C)cc3c2)cc1OC,-4%,.,32,.
CCOCCCNC(=O)c1ccc(CS(=O)(=O)Cc2cccc(C)c2)o1,2%,-3%,34,6
Cc1cccc(Nc2nnc(SCC(=O)Nc3cccnc3Cl)s2)c1,7%,.,?,.
COc1ccc(CN2C3CCCC2CC(NC(=O)Nc2ccccc2)C3)cc1 (centres undefined),-4%,.,118,2
CC(C)c1ccccc1NC(=O)CCCC(=O)O,8%,.,13,-7
Cc1cccc(C)c1-n1c(SCC(=O)N2CC(=O)Nc3ccccc32)nc2ccccc2c1=O,-2%,.,?,-5
Cc1ccc(C(=O)Oc2oc(-c3ccco3)nc2C=Nc2ccccc2)cc1,4%,?,2,3
N=C1S/C(=C\c2ccc(-c3cccc(Cl)c3)o2)C(=O)N1c1nccs1,2%,.,-17,-5
Cc1cc(C)cc(OCc2nnc(SCC(=O)OC(C)C)o2)c1,2%,-1%,11,-6
CCN(CC)S(=O)(=O)c1ccc2c(c1)C(=NO)c1cc(S(=O)(=O)N(CC)CC)ccc1-2,-2%,.,?,-1
O=C(COc1ccc2ccccc2c1)N1CCN(C(=O)c2cccs2)CC1,-7%,.,32,.
COc1ccc(-n2nc(C(=O)N3CCN(Cc4ccc5c(c4)OCO5)CC3)c3ccccc3c2=O)cc1,-10%,10%,-16,?
Cc1nn(-c2ccccc2)c(Cl)c1/C=N\NC(=O)c1cnccn1,1%,.,9,.
CC(=O)c1ccccn1,-2%,-10%,.,.
CCOC(=O)c1c(NC(=O)/C=C/c2ccc3c(c2)OCO3)sc(C)c1CC,-10%,-7%,-3,-1
Cc1ccc(C)c(N(CC(=O)NC2CCCC2)C(=O)CCCC(=O)Nc2ccccn2)c1,2%,-1%,?,3
O=C(Cc1sc(-c2ccccc2)nc1-c1ccccc1)Nc1ccccc1,-3%,-1%,?,9
CC1CC(=O)c2cnc(Nc3ccccc3)nc2C1 (centres undefined),2%,0%,7,-3
CCOC(=O)C1=NN(c2ccccc2)C2(S1)SC(C(C)=O)=C(C)N2c1ccccc1 (centres undefined),-11%,-14%,6,6
Cc1nn(-c2c(Cl)cc(Cl)cc2Cl)c(=O)c2ccccc12,-2%,-4%,-8,15
COc1ccc(CSc2nnc(N)s2)cc1F,-6%,16%,-10,3
Cc1nn(Cc2ccccc2)c(N)c1-c1ccccc1,1%,4%,5,4
N#CC1=C(N)N(c2ccccc2)C(=O)C1,-5%,0%,0,-5
Cc1occc1-c1nnc(SCC(=O)Nc2ccc(F)cc2)n1Cc1ccccc1,-5%,-4%,25,-3
Cn1nnc(NC(=O)C(c2ccccc2)c2ccccc2)n1,-1%,-1%,11,-2
COc1cccc(-c2nc(N3CCCCC3C)c3ccccc3n2)c1O (centres undefined),-1%,9%,26,0
CC(C)CC(NC(=O)C1CCC(C)CC1)C(=O)NCc1cccnc1 (centres undefined),7%,5%,23,6
CCCCNC(=O)c1cc2nc3c(c(C(F)(F)F)n2n1)CCc1ccccc1-3,-1%,-2%,?,?
O=C(c1csc2ccccc12)N1CCN(c2ccccn2)CC1,-4%,-3%,?,8
O=C(O)CC(C(=O)O)C(CC(=O)O)C(=O)O (centres undefined),-3%,-3%,.,.
O=C(NCN1C(=O)C2C3C=CC(C3)C2C1=O)Nc1nccs1 (centres undefined),1%,.,-100*,-4
CCOC(=O)C1=C(C)NC(SCC(=O)Nc2nc(C)cs2)=C(C#N)C1c1cccs1 (centres undefined),-26%,7%,-21,2
Cn1c(=O)n(C)c2cc([N+](=O)[O-])c(N3CCN(C(=O)c4ccccc4Cl)CC3)cc21,1%,-10%,14,10
CC(C)(C)C(=O)COC(=O)c1ccccc1O,-5%,-2%,-17,-3
O=C(COC(=O)c1ccc(Cl)c(S(=O)(=O)N2CCc3ccccc3C2)c1)Nc1ncc(Cl)cc1Cl,-7%,.,8,.
O=C(c1cc(C(F)(F)F)cc(C(F)(F)F)c1)N1CCC[C@@]2(CCN(c3ncccn3)C2)C1,4%,2%,.,.
CCOc1ccc2[nH]c(=O)c(CN(Cc3ccco3)C(CC)c3nnnn3Cc3ccccc3)cc2c1 (centres undefined),-16%,-8%,20,-3
CCC(=O)N(Cc1ccc(S(N)(=O)=O)cc1)C1CC(=O)N(c2ccc(OC)cc2)C1=O (centres undefined),0%,-3%[11.4 µM],?,6[1.84 µM]

# For convenience, some entries already given:
SMILES,ALOX12 inhib,15-hLO-2 inh,PNC assembly inh,IMPase inh
O=C(c1cc(C(F)(F)F)cc(C(F)(F)F)c1)N1CCC[C@@]2(CCN(c3ncccn3)C2)C1,4%,2%,.,.
CCOc1ccc2[nH]c(=O)c(CN(Cc3ccco3)C(CC)c3nnnn3Cc3ccccc3)cc2c1 (centres undefined),-16%,-8%,20,-3
CCC(=O)N(Cc1ccc(S(N)(=O)=O)cc1)C1CC(=O)N(c2ccc(OC)cc2)C1=O (centres undefined),0%,-3%[11.4 µM],?,6[1.84 µM]

# Screening data: PubChem, National Center for Advancing Translational Sciences (NCATS)
